Screens from PubChem BioAssay.
SKN-1 block = inhibitors of C. elegans SKN-1. C. elegans VP596 Pgst-4::GFP/RFP ratio, acrylamide-induced, 24 h. inhibition, % at 21.8 µM. 360,000 tested, 0.49% active. AID 624304;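 active = interference check ratio from 0.5 to 1.5 plus GFP to RFP signal ratio inhibition reaching or exceeding a fixed threshold, cut at about 30% in these data, passing the limit was not always enough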; note: some compounds called inactive have numbers as strong as hits
CSN deneddyl inh = blocks human CSN-mediated cullin deneddylation. Purified CSN, SCF-Nedd8-OG deneddylation, fluorescence polarization. inhibition, % at 12.5 µM. 360,000 tested, 0.38% active. AID 651999;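 active = pattern-corrected inhibition above about 35%, with an unprinted fluorescence ratio check between 0.5 and 1.5, limit read from the data, passing the limit was not always enough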;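 note: 0% = enzyme with substrate and 100% = substrate without enzyme; some results filed as inactive read as strong as hits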
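Assay system: HEK293T-derived human Csn5 enzyme; quantity: 0.24 nM enzyme; medium: Tris/NaCl/DTT buffer, pH 7.5; also added: substrate SCFSkp2-Nedd8OG, 10 nM; doses: 12.5 µM compound; schedule: 90 min reaction at room temperature; signal: FP; read-out: % inhibition of substrate cleavage by Csn5; benchmarks: substrate-only high control, full reaction low control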
Rpn11 inh = Rpn11 (human) deubiquitinase inhibition | calls only at 20 µM | human 26S proteasome, Ub4-pepOG fluorescence polarization; 20S core pre-blocked with epoxomicin | 360,000 tested, 0.59% active | AID 588493;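 active = inhibition at 20 µM, scaled to each plate's controls, above about 33%, limit read from the data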
NadD inh = inhibitors of Staphylococcus aureus NadD. inhibition, % at 20 µM. purified NadD enzyme, colorimetric absorbance read-out. 360,000 tested, 0.78% active. AID 602399; in the data active = inhibition above about 26%; note: some compounds past the cut are filed as inactive
Neddyl block = blocks human cullin neddylation; AID 651699; calls only at 25 µM; 360,000 tested, 0.58% active; TR-FRET cullin neddylation, biochemical; P61081+Q13564; in the data active = inhibition above about 36%
PABP1 MLLE inh = inhibitors of microRNA-mediated deadenylation, human PABP1 MLLE binding; inhibition, % at 20 µM; 360,000 tested, 0.36% active; GST-MLLE / FITC-PAM2 fluorescence polarization; P11940; AID 588489; in the data active = inhibition above about 35%, passing the limit was not always enough;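 note: plate controls were DMSO wells with GST-MLLE for no effect and wells lacking GST-MLLE protein for full effect; some results filed as inactive read as strong as hits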
Rin1-Abl PPI inh = inhibitors of human Rin1-Abl protein interaction. TR-FRET Rin1/Abl binding, biochemical. inhibition, % at 7.35 µM. 360,000 tested, 0.4% active; in the data active = inhibition above about 5%, passing the limit was not always enough
Target sequence (P00519 whole entry, looked up): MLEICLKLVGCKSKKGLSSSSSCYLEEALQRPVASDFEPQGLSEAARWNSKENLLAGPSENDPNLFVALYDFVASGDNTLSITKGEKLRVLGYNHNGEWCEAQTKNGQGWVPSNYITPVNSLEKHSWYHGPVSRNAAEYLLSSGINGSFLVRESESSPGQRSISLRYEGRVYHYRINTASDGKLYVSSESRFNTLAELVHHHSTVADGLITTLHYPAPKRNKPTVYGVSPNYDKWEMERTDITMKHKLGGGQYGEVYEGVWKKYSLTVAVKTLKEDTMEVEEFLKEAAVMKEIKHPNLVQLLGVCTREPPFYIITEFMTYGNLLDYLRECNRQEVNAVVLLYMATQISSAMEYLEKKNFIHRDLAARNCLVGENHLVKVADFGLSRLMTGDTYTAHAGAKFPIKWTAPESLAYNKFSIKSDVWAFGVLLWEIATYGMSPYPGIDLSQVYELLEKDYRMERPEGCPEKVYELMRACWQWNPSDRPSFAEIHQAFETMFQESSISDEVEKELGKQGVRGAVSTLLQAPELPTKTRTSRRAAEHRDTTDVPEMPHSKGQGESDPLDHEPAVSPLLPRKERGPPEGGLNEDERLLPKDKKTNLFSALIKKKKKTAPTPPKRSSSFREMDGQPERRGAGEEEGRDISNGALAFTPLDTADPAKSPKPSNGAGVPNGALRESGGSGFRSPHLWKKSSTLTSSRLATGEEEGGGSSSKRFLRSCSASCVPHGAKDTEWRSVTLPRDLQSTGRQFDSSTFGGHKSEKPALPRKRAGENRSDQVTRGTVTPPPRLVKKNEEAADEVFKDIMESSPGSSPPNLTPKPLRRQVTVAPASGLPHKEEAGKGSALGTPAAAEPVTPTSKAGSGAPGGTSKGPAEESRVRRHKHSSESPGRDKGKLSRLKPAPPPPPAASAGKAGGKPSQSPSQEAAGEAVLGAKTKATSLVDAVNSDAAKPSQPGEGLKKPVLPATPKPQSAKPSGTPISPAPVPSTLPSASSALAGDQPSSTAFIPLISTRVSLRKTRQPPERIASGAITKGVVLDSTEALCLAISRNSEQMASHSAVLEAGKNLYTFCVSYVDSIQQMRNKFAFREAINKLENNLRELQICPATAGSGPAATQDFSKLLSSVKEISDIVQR
Target sequence (Q13671 whole entry, looked up): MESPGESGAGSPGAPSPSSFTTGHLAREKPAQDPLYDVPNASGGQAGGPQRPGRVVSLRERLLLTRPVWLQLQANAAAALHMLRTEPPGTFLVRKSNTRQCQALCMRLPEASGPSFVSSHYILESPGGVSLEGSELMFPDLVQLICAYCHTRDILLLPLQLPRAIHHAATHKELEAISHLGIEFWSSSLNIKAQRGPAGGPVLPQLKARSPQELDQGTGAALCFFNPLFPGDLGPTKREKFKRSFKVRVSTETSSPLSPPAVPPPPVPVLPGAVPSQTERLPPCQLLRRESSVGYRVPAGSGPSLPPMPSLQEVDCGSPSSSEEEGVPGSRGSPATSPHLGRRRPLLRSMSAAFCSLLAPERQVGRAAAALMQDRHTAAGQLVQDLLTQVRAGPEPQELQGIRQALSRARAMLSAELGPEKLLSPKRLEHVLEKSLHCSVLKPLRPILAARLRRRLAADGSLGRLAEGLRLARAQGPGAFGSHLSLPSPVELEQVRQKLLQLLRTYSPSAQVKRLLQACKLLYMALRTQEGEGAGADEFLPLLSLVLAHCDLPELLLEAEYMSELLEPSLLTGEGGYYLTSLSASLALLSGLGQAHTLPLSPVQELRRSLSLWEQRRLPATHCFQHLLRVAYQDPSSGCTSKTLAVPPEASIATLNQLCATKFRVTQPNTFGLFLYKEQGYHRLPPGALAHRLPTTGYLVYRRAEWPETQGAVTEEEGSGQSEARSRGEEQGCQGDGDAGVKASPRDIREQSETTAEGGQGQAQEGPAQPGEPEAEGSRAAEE
MT1-MMP act inh = inhibitors of human MT1-MMP activation | P50281 | HT1080 RFP-PRO-GFP cells, GFP/RFP ratio fluorescence, overnight; percent of plate control window, DMSO zero | GFP/RFP ratio change, % at 20 µM | 360,000 tested, 0.061% active | AID 651647;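 active = GFP/RFP ratio change of at least 30% with cell ATP level not reduced by more than half and red fluorescence within 50% of control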; note: strong numbers were not always called active
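Assay system: HT1080 cells carrying an RFP-PRO-GFP reporter | Dosing: Single dose of 20 µM compound, 1% DMSO final | Incubation: Cells overnight before dosing, compound overnight, 37 °C, 5% CO2 | Evaluation: GFP/RFP fluorescence ratio | Control set: DMSO and RFP-L50D-GFP cell wells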
FAS TE block = FAS thioesterase (human) inhibition. recombinant FAS-TE, OMFH fluorogenic substrate, fluorescence endpoint. inhibition, % at 15 µM. 360,000 tested, 0.67% active;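 active = compounds whose normalised, plate-corrected inhibition of enzyme fluorescence in the single-dose primary screen is 50% or more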;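 note: 0% = DMSO with enzyme and 100% = substrate without enzyme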
* = called active by the depositor; i = inactive; / = not tested or not shown. Rows are unselected; 3.9% or so of the library scored in one or more.

Structure	SKN-1 block	CSN deneddyl inh	Rpn11 inh	NadD inh	Neddyl block	PABP1 MLLE inh	Rin1-Abl PPI inh	MT1-MMP act inh	FAS TE block
COc1ccccc1CN1CCNC(=O)C1CC(=O)NCc1cn(C)nc1C (stereo unspecified)	-1	-2	i	-1	i	0	2	-4	-10
N#C/C(=C\c1ccc(Cl)cc1)c1nc2ccccc2o1	22	-2	i	-2	i	11	-3	-2	5
CC1(C)Cc2ccccc2-c2nnnn21	0	-2	i	4	i	-9	-4	-2	-6
Cc1ccc(-c2csc3nc[nH]c(=O)c23)cc1C	8	-3	i	3	i	-1	0	2	0
CC(C)NC(=O)c1ccc2c3n(nc2c1)-c1ccc(Cl)cc1CO3	-7	-2	i	-1	i	-11	-2	0	-2
CN(C)CCNC(=O)Cn1nc(-c2ccc(Cl)cc2)ccc1=O	-2	2	i	-3	i	1	-4	-1	-8
COc1cccc(CN2CC(C(=O)N(C)Cc3nc4ccc(F)cc4[nH]3)CCC2=O)c1 (stereo unspecified)	-1	1	i	1	i	15	2	-9	-2
CN(CCCC(=O)NCc1ccc2c(c1)OCO2)S(=O)(=O)c1ccc([N+](=O)[O-])cc1	14	2	i	-11	i	-1	-1	1	32
O=C(C1CCN(Cc2ccccc2O)CC1)N1CCN(Cc2ccc3c(c2)OCO3)CC1	9	-6	i	-4	i	-2	3	3	-6
Cc1cc(OCC(=O)NC(C)C)cc(C)c1Br	-3	1	i	0	i	-4	4	-4	0
Cc1ccc(NS(=O)(=O)c2ccc(C)c(NC(=O)COc3ccccc3)c2)c(C)c1	6	-3	i	-4	i	5	0	3	13
COC(=O)c1c(C)[nH]c(C(=O)COC(=O)Cc2ccc3c(c2)OCCO3)c1C	0	-5	i	2	i	-3	2	1	5
O=C(COC(=O)c1ccc(NS(=O)(=O)c2cccs2)cc1O)NCc1ccccc1	7	4	i	0	i	-30	1	-9	0
Cc1ccc(/C=N/NC(=O)c2ccc(NC(=O)c3ccc(Cl)cc3)cc2)o1	3	1	i	7	i	-9	4	1	-5
Cc1onc(-c2c(F)cccc2Cl)c1C(=O)OCC(=O)c1c(N)n(C)c(=O)n(C)c1=O	-5	-11	i	-3	i	8	0	-6	3
CCCS(=O)(=O)N1CCN(Cc2ccncc2)CC1	8	-6	i	7	i	6	2	-4	-7
Cc1ccc(OS(=O)(=O)c2ccccc2)c(/C=N/N=C2\NC(=O)C(C)S2)c1 (stereo unspecified)	-9	-5	i	-1	i	0	-1	-4	0
CSCC[C@H]1COC[C@@H](Cc2ccccc2)N1c1ccccc1	-4	5	i	1	i	6	-4	-2	23
O=C(NCCCN1CCCC1=O)Nc1ccc(Br)cc1Cl	-9	0	i	-2	i	3	0	1	-6
COc1ccc(/C(O)=C2\C(=O)C(=O)N(CCN(C)C)C2c2cc(OC)c(OC)c(OC)c2)c(C)c1 (stereo unspecified)	-3	2	i	0	i	-2	1	0	-1
CCc1cc(C(=O)Cc2ccccn2)c(O)cc1O	-1	3	i	-8	i	-17	1	9	1
O=c1cc(CO)occ1OCc1cccc(C(F)(F)F)c1	-20	2	i	3	i	-1	1	2	-8
CCCc1cc(=O)oc2c(CN3CCN(C)CC3)c(O)c(Cl)cc12	-18	5	i	0	/	-7	2	2	-2
Cn1c(SCc2ccccc2)nnc1-c1ccc2c(c1)OCO2	4	-4	i	-2	i	8	1	6	-3
CC(=O)Nc1cccc(NC(=O)C2CCCN2C(=O)Nc2cccc(C)c2)c1 (stereo unspecified)	10	5	i	-2	i	-20	1	-1	-11
Cc1ccc(N=C2NC(=O)CS2)cc1C	4	-2	i	-3	i	-12	4	0	-4
O=C(CCc1nnc(-c2ccccc2)o1)NCC1CCN(C2CCCC2)CC1	-5	4	i	6	i	11	-2	2	-2
c1ccc(Oc2cccc(CN3CCOCC3)c2)cc1	7	1	i	3	i	2	3	5	-5
COc1ccc(OC)c(NC(=O)CN2CCC(C(=O)c3ccc(C)cc3)CC2)c1	1	2	i	4	i	-12	0	-1	21
S=c1[nH]nc(CCCc2n[nH]c(=S)o2)o1	-1	-1	i	-7	i	-5	-2	0	-9

13 entries from above, with two lines to a compound:
Order of values: SKN-1 block | CSN deneddyl inh | Rpn11 inh | NadD inh | Neddyl block | PABP1 MLLE inh | Rin1-Abl PPI inh | MT1-MMP act inh | FAS TE block
> Cc1ccc(OS(=O)(=O)c2ccccc2)c(/C=N/N=C2\NC(=O)C(C)S2)c1 (stereo unspecified)
    -9 | -5 | i | -1 | i | 0 | -1 | -4 | 0
> CSCC[C@H]1COC[C@@H](Cc2ccccc2)N1c1ccccc1
    -4 | 5 | i | 1 | i | 6 | -4 | -2 | 23
> O=C(NCCCN1CCCC1=O)Nc1ccc(Br)cc1Cl
    -9 | 0 | i | -2 | i | 3 | 0 | 1 | -6
> COc1ccc(/C(O)=C2\C(=O)C(=O)N(CCN(C)C)C2c2cc(OC)c(OC)c(OC)c2)c(C)c1 (stereo unspecified)
    -3 | 2 | i | 0 | i | -2 | 1 | 0 | -1
> CCc1cc(C(=O)Cc2ccccn2)c(O)cc1O
    -1 | 3 | i | -8 | i | -17 | 1 | 9 | 1
> O=c1cc(CO)occ1OCc1cccc(C(F)(F)F)c1
    -20 | 2 | i | 3 | i | -1 | 1 | 2 | -8
> CCCc1cc(=O)oc2c(CN3CCN(C)CC3)c(O)c(Cl)cc12
    -18 | 5 | i | 0 | / | -7 | 2 | 2 | -2
> Cn1c(SCc2ccccc2)nnc1-c1ccc2c(c1)OCO2
    4 | -4 | i | -2 | i | 8 | 1 | 6 | -3
> CC(=O)Nc1cccc(NC(=O)C2CCCN2C(=O)Nc2cccc(C)c2)c1 (stereo unspecified)
    10 | 5 | i | -2 | i | -20 | 1 | -1 | -11
> Cc1ccc(N=C2NC(=O)CS2)cc1C
    4 | -2 | i | -3 | i | -12 | 4 | 0 | -4
> O=C(CCc1nnc(-c2ccccc2)o1)NCC1CCN(C2CCCC2)CC1
    -5 | 4 | i | 6 | i | 11 | -2 | 2 | -2
> c1ccc(Oc2cccc(CN3CCOCC3)c2)cc1
    7 | 1 | i | 3 | i | 2 | 3 | 5 | -5
> COc1ccc(OC)c(NC(=O)CN2CCC(C(=O)c3ccc(C)cc3)CC2)c1
    1 | 2 | i | 4 | i | -12 | 0 | -1 | 21

Next entries follow:
Structure	SKN-1 block	CSN deneddyl inh	Rpn11 inh	NadD inh	Neddyl block	PABP1 MLLE inh	Rin1-Abl PPI inh	MT1-MMP act inh	FAS TE block
COC(=O)[C@H](CCSC)NC(=O)Cn1cnc(C(=O)Nc2ccc(C)c(C)c2)n1	5	4	i	4	i	-3	-2	3	-4
O=S1(=O)N=C(N(CCO)/N=C/c2ccc(Br)cc2)c2ccccc21	-1	2	i	-9	/	-1	0	-4	6
CCC(Sc1ncccc1C(=O)OCCN1CCCC1=O)C(=O)NCc1ccco1 (stereo unspecified)	21	0	i	4	i	23	-5	-2	-10
COc1ccc(N2CCOCC2)c(NC(=O)c2cccnc2)c1	-2	-4	i	-7	i	-1	2	-9	-3
C/C(=N\NC(=O)c1nnn(-c2nonc2N)c1CN1CCC(C)CC1)c1cccc(Br)c1	4	-1	i	5	i	-9	1	-5	14
CN(C)S(=O)(=O)c1ccc(N2CCCC2)c(C(=O)Nc2nccs2)c1	-9	-2	i	3	i	-6	0	-1	-1
COc1ccc([N+](=O)[O-])cc1NC1CCN(C(=O)c2cccs2)CC1	-8	4	i	-3	i	-9	-3	/	11
CCCCCn1c(=N)c(S(=O)(=O)c2ccc(Br)cc2)cc2c(=O)n3cccc(C)c3nc21	8	1	i	20	i	-16	-2	-1	23
CC1CCCCC1Nc1nc2ccc(Cl)cc2n2cnnc12 (stereo unspecified)	12	-1	i	-1	i	3	-3	4	14
O=C(Nc1c(C(=O)NCc2ccco2)cnn1-c1ccccc1)c1cccc(F)c1	9	1	i	1	i	-2	-2	7	-3

Looked up one by one from the list above, 2 records:
Structure	SKN-1 block	CSN deneddyl inh	Rpn11 inh	NadD inh	Neddyl block	PABP1 MLLE inh	Rin1-Abl PPI inh	MT1-MMP act inh	FAS TE block
COC(=O)[C@H](CCSC)NC(=O)Cn1cnc(C(=O)Nc2ccc(C)c(C)c2)n1	5	4	i	4	i	-3	-2	3	-4
COc1ccc([N+](=O)[O-])cc1NC1CCN(C(=O)c2cccs2)CC1	-8	4	i	-3	i	-9	-3	/	11

The listing continues:
Structure	SKN-1 block	CSN deneddyl inh	Rpn11 inh	NadD inh	Neddyl block	PABP1 MLLE inh	Rin1-Abl PPI inh	MT1-MMP act inh	FAS TE block
CNC(=O)COC(=O)c1cc(SC)ccc1Cl	-4	6	i	2	i	1	-2	1	-4
C/C(=N\NC(=O)c1cccc([N+](=O)[O-])c1)c1cccc(NC(=O)C2CC2)c1	3	0	i	6	i	13	3	5	-2
Cc1cccc(-c2nc(C)cc(=O)[nH]2)c1	6	0	i	1	i	-10	0	-2	-6
CSc1oc(-c2ccc(F)cc2)nc1S(=O)(=O)c1ccc(F)cc1	8	-4	i	-1	i	-1	-5	5	26
COc1ccccc1N1CCN(C(=O)CCCN2C(=O)c3cccc4cccc(c34)C2=O)CC1	13	-7	i	2	i	1	-8	-10	18
NC(=Nc1ccc(Cl)cc1)c1ccccc1	-3	2	i	4	i	7	1	-4	-5
CCN(CC)CC(=O)Nc1ccc([N+](=O)[O-])cc1	3	-20	i	6	i	-5	-1	-2	-7
COCCSc1ccccc1C(=O)NCC1CCCO1 (stereo unspecified)	14	1	i	1	i	26	-4	7	-8
O=S(=O)(C(=CNc1ccccc1)S(=O)(=O)c1ccccc1)c1ccccc1	2	-4	i	-10	i	7	2	4	20
CCOc1ccc(S(=O)(=O)Nc2ccc(S(=O)(=O)N3CCCC3)cc2)cc1	15	0	i	-6	i	5	-6	-4	-2
Cc1cc(-c2nn(-c3ccccc3F)cc2CN2CCCC(C(N)=O)C2)c(C)s1 (stereo unspecified)	-6	-1	i	-7	i	1	4	3	0
CC(Oc1cccc(Cl)c1)C(=O)N1CCN(c2ncccn2)CC1 (stereo unspecified)	1	7	i	1	i	1	0	0	-2
CCOc1ccc(CCNC(=O)C2CCCN(S(=O)(=O)N3CCCCC3)C2)cc1OCC (stereo unspecified)	13	-1	i	-2	i	1	1	2	0
Cc1ccc(C2=Nc3cccnc3C(c3ccccc3)=NN2)cc1	8	5	i	-5	i	20	-1	1	0
O=C(Nc1ccon1)c1cc(-c2ccccc2)nc2ccccc12	-11	-6	i	2	i	2	0	5	-1
Cc1ccc(-n2nc(-c3ccccc3)cc2Nc2ccccc2N)cc1	11	-6	i	-5	i	7	0	-4	8
COc1ccc(-c2coc3cc4oc(=O)c(CC(=O)O)c(C)c4cc23)cc1	1	-5	i	0	i	-10	0	4	-4
CCSc1ccc(-c2nn(-c3ccccc3)cc2/C=C(/C#N)C(=O)NC)cc1	4	1	i	-1	/	7	-1	3	-10
O=C(CCCCCNC(=O)N1CCn2c1nc1ccccc12)NCc1ccccc1	-3	-3	i	1	i	-2	3	-2	-3
CCOC(=O)C1=NNC2C(=O)N(C3CCCCC3)C(=O)C12 (stereo unspecified)	34	3	i	-1	i	3	-2	-1	-5
Cc1ccccc1C(=O)N1CCN(c2ccc([N+](=O)[O-])c(N3CCOCC3)c2)CC1	20	4	i	1	i	-13	-4	6	-7
O=C(C1=C[C@@H](c2ccc(Br)cc2)C[C@@H](OCc2ccc(CO)cc2)O1)N1CCOCC1	0	-3	i	-6	i	-14	3	2	-7
